CHO-K1 Ca ag = counter-screen for M1 agonists: effect in parental CHO-K1 cells. actives 0.48% (n = 360,000). Fluo-8 calcium fluorescence; scaled to maximal ATP response, vehicle zero. activation, % at 3 µM. AID 602248, 2012; in the data active = activation above about 15%;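 note: untransfected CHO-K1 host cells lacking M1 receptor as counterscreen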
M1 ag = human M1 muscarinic receptor agonists, primary screen, Fluo-8 calcium fluorescence, CHO-K1 cells, HTS | Muscarinic acetylcholine receptor M1 (Homo sapiens), P11229 | CHO-K1 hM1, agonist mode; 0% DMSO, 100% acetylcholine EC100 | activation, % at 3 µM | actives 0.33% (n = 360,000) | AID 588814, 2011;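 active = activation above the run's mean compound activation plus 3 SD, cut at about 16% in these data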;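 note: peak over basal fluorescence ratio within a 140 s kinetic read after compound addition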
Target sequence (P11229 whole entry, looked up): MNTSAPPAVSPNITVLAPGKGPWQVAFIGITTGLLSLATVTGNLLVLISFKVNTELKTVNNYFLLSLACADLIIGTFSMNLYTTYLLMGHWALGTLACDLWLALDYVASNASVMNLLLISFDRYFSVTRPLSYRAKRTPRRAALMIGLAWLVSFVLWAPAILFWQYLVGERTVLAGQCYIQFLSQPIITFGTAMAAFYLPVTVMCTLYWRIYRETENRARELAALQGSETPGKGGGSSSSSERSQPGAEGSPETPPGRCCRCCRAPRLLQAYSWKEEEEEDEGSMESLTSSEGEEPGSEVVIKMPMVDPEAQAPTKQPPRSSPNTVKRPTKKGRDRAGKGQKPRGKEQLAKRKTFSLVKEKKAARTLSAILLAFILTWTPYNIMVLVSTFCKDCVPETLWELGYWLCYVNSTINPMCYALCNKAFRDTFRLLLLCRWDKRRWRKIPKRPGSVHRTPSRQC
OXTR potentiate = human OXTR potentiators, primary screen, fluorescence, CHO-OTR cells, Fluo-8 calcium; Oxytocin receptor (Homo sapiens), P30559; actives 0.061% (n = 320,000); Fluo-8 calcium fluorescence, potentiator mode; 0% = oxytocin EC15, 100% = EC100; activation, % at 3 µM; AID 2445, 2010;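 active = activation above that plate's cutoff, the mean activation of tested compounds plus 3 SD, cut at about 6.6% in these data, passing the limit was not always enough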;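 note: 100% uses oxytocin at 75 nM as the full agonist control; some results filed as inactive read as strong as hits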
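Dosing: Single dose, 3.0 µM nominal final compound concentration | Material: Human OTR in CHO cells | Technique: Kinetic Fluo-8 calcium fluorescence | Benchmarks: EC15 oxytocin alone as 0%, 75 nM oxytocin as 100% | Probe or stimulus: Oxytocin at about EC15, sub-maximal agonist stimulus | Incubation: Compound 6 min at room temperature before oxytocin, 100 s read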
TAAR1 agonist = human TAAR1 agonists, primary screen, Fluo-8 calcium fluorescence, CHO RD-HGA16 cells; activation, % at 3 µM; AID 624467, 2012; Trace amine-associated receptor 1 (Homo sapiens), Q96RJ0; vehicle wells 0%, saturating PEA agonist 100%; actives 0.99% (n = 360,000);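 active = activation above the mean activation of all test compounds in the run plus 3 SD, cut at about 38% in these data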
Target sequence (Q96RJ0 whole entry, looked up): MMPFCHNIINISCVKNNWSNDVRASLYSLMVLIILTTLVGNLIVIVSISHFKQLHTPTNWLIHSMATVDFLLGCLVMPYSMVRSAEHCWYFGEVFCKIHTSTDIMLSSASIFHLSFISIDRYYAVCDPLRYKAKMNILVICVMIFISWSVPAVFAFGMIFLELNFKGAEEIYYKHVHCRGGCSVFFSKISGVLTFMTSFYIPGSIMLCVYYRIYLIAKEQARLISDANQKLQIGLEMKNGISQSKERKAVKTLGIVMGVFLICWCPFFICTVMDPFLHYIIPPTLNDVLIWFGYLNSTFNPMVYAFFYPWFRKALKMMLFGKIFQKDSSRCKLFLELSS
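System: CHO-derived RD-HGA16 cells with stable Gα16 and human TAAR1 / Times: 17-24 h plating, Fluo-8 75 min 37 °C, 30 min RT / Technique: calcium-sensitive Fluo-8 signal, excitation 470-495, emission 515-575 nm / Measure: % activation relative to PEA EC100 response / Benchmarks: DMSO and PEA EC100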
CHRM1 antagonist = human M1 muscarinic receptor antagonists, primary screen, CHO-K1 cells, Fluo-8 calcium fluorescence, 1536-well | CHO-K1 hM1, ACh EC80 antagonist | inhibition, % at 3 µM | actives 1.3% (n = 360,000) | AID 588852, 2011;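 active = percent inhibition above its own plate's cutoff, namely the mean of that plate's compound wells plus 3 SD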;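 note: peak over basal fluorescence ratio during 140 s after agonist addition; 0% = ACh EC80 plus DMSO and 100% = DMSO alone without agonist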
CHO-K1 Ca PAM = nonselective calcium activators in parental CHO-K1 cells, primary screen, counter-screen for M1 PAM project, cell-based, Fluo-8 calcium fluorescence, full deck, 1536-well; AID 602247, 2012; activation, % at 3 µM; ATP EC20; 0% at ATP EC20, 100% at ATP max; actives 0.02% (n = 360,000);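 active = activation above the run cutoff, the mean activation of all test compounds plus 3 SD, cut at about 40% in these data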;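 note: peak over basal fluorescence ratio in a 140 s read after ATP addition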
CHO parental Ca = ATP-evoked calcium signal inhibitors, parental CHO, primary screen, counter-screen for OX1R antagonist project, cell-based, fluorescence, Fluo-8 calcium dye; parental CHO-K1, ATP-induced calcium, Fluo-8 fluorescence; inhibition, % at 5.6 µM; actives 0.63% (n = 330,000); AID 463079, 2010;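 active = inhibition above that plate's mean sample inhibition plus 3 SD, cut at about 26% in these data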;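 note: 0% = ATP-challenged DMSO wells and 100% = DMSO wells without ATP; some compounds past the cut are filed as inactive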
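Measured by: calcium-sensitive Fluo-8 fluorescence / Test system: CHO parental line / Controls: ATP-challenged DMSO wells low, unchallenged DMSO wells high / Measure: % inhibition / Compound: single nominal dose of 5.6 µM per compound / Replicates: single well per compound, no replicates / Reagent: ATP as calcium-mobilizing challenge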
TAAR1 antag = human TAAR1 antagonists, primary screen, Fluo-8 calcium fluorescence, CHO RD-HGA16 cells. Trace amine-associated receptor 1 (Homo sapiens), Q96RJ0. antagonist. inhibition, % at 3 µM. actives 1.5% (n = 360,000);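 active = inhibition above a per-plate cutoff, the mean inhibition of test compounds on that plate plus 3 SD, cut at about 49% in these data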;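 note: 0% = DMSO plus EC80 beta-PEA response and 100% = DMSO alone without agonist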
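test system = CHO RD-HGA16 cells bearing hTAAR1 | replication = singlicate | controls = DMSO-only wells and EC80 β-PEA-stimulated wells | reagent = EC80 β-phenethylamine stimulus | read-out basis = percent inhibition of PEA-evoked calcium signal, max/basal emission ratio | schedule = seeding 17-24 h prior, 75-min 37 °C, 30-min RT dye loading | signal = kinetic Fluo-8 calcium fluorescence measurement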
CHO-K1 Ca antag = counter-screen for M1 antagonists: effect in parental CHO-K1 cells. ATP-induced calcium, Fluo-8 fluorescence. inhibition, % at 3 µM. AID 602250. actives 0.6% (n = 360,000);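 active = inhibition above a per-plate cutoff, the plate's mean sample inhibition plus 3 SD, cut at about 24% in these data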;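 note: 0% = DMSO plus EC80 ATP and 100% = DMSO alone without ATP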
* hit, by the source's call; / = not tested or not shown.

A first look:
smiles,CHO-K1 Ca ag,M1 ag,OXTR potentiate,TAAR1 agonist,CHRM1 antagonist,CHO-K1 Ca PAM,CHO parental Ca,TAAR1 antag,CHO-K1 Ca antag
O=C(Nc1cccc(-n2cnnn2)c1)C1CCCN(C(=O)Cc2cccc(Cl)c2)C1 (stereo not given),4.4,-5,/,1,4,-2,/,-2,-9
CC(=O)c1ccc(OCC(=O)NCC2(N3CCCCC3)CCCCC2)cc1,0.7,-7,2,-1,6,15,-11,-7,-13

The whole of this part, from the first entry:
smiles,CHO-K1 Ca ag,M1 ag,OXTR potentiate,TAAR1 agonist,CHRM1 antagonist,CHO-K1 Ca PAM,CHO parental Ca,TAAR1 antag,CHO-K1 Ca antag
O=C(Nc1cccc(-n2cnnn2)c1)C1CCCN(C(=O)Cc2cccc(Cl)c2)C1 (stereo not given),4.4,-5,/,1,4,-2,/,-2,-9
CC(=O)c1ccc(OCC(=O)NCC2(N3CCCCC3)CCCCC2)cc1,0.7,-7,2,-1,6,15,-11,-7,-13
CS(=O)(=O)c1ccc2nc(NC(=O)CCNC(=O)c3ccc([N+](=O)[O-])cc3)sc2c1,0.4,-3,/,4,-6,8,/,-11,-5
COCCNc1nc(NCCCN2CCCC2=O)c2sccc2n1,0.7,-9,/,1,-6,12,/,-24,-10
Cc1cc(C)nc(N/N=C/C2=C(N3CCOCC3)C(=C\c3ccc(Cl)cc3)/CC2)n1,1.5,-2,-7,-1,1,17,-21,0,-8
CCN1C(=O)N(CC)C2NC(=S)NC21 (stereo not given),0.1,-3,-5,10,-3,12,-12,16,-9
CN1/C(=C\C(=O)CSc2cccc[n+]2[O-])C(C)(C)c2ccccc21,2.4,-4,0,3,22,30,-4,-10,-20
CC(=O)N1CCN(S(=O)(=O)c2cccc(C(=O)Nc3nc4c(s3)CCCC4)c2)CC1,0.7,-3,-5,7,-1,2,-19,6,-4
CSC1=NCCN1S(=O)(=O)c1ccc(NC(C)=O)cc1,0.9,-8,-8,7,-7,24,-7,6,-7
Cc1ccc(OCC(=O)OCC(=O)N2c3ccccc3CC2C)cc1C (stereo not given),0.4,2,0,-1,9,-22,-8,11,9
O=C(NCc1ccccc1Cl)[C@H]1CCCN1C(=O)[C@H]1CCCN1C(=O)c1ccccc1,2.4,/,/,9,/,19,/,-11,-18
CCOC(=O)c1c(C)nn(-c2ccc(NC(=O)c3cccs3)cc2)c1C,3.4,-3,-7,2,4,-15,1,30,5
CCn1nc(C(=O)OCC(=O)NCC(C)C)c2ccccc2c1=O,1.0,-4,-17,3,-8,-2,-7,-27,-11
CCCCOc1cccc(C(=O)Nc2ccccc2N2CCCC2)c1,-0.9,-9,-14,-1,-16,13,-24,-8,-10
Cc1cccn2c(=O)c3cc(C(=O)NC4CCCCC4)c(=N)n(CCN4CCOCC4)c3nc12,0.5,-6,-8,-1,-25,11,-2,-1,-9
COc1ccc(CC(=O)Nc2c3c(nn2-c2cccc(C)c2C)CS(=O)C3)cc1 (stereo not given),0.2,-3,-2,1,-35,10,-5,-7,-10
CCN(CC)c1cc(C(F)(F)F)nc(-c2ccccn2)n1,0.2,-3,6,11,-10,12,-11,-10,1
CC(OC(=O)c1cnc2ccccc2n1)c1ccccc1Cl (stereo not given),2.6,-2,-13,2,1,-3,-12,10,-12
Cc1ccc(S(=O)(=O)C(CCC(=O)c2ccc(Cl)cc2)C(N)=O)cc1 (stereo not given),0.3,-7,-1,-2,-11,11,-27,-15,-8
CCOC(=O)CSc1nnc(CNC(=O)c2cc(OC)c(OC)c(OC)c2)n1C,0.4,-5,-3,/,0,17,-3,/,-7
Cc1nnc(C)n1/N=C/c1ccc2c(c1)OCCO2,0.8,-2,-3,1,-8,6,4,-9,-2
CCOc1ccc(C(C)=O)cc1N1C(=O)C2C(C1=O)C1C=CC2C12CC2 (stereo not given),0.2,-2,8,0,-21,-5,-16,-23,-8
CCOc1ccccc1CNC(=O)c1cn(C)c(=O)c2c1c1ccccc1n2C,0.9,-3,-13,1,-6,20,-17,7,-10
CCCCOc1cccc(OCCCC)c1C(=O)Nc1cc(C)on1,-0.8,-8,1,8,-2,13,-26,-6,-10
COc1ccc(-c2coc3c(C(=O)NCCc4ccccc4)cccc23)c(C)c1,1.0,-4,/,2,-9,12,/,27,-8
CN(C)c1ccnc2sc3c(NCC(O)CO)ncnc3c12 (stereo not given),0.5,-4,3,0,-10,20,-3,12,-2
O=C(Oc1ccccc1)c1cccnc1Oc1ccccc1,0.8,-2,8,-3,-8,19,-36,-14,-10
O=C(CSc1nnc(CNC(=O)c2ccco2)o1)Nc1ccc(F)cc1F,0.7,-3,-4,1,-14,1,-6,-10,-12
Cc1ccc(NCc2cccnc2)c(Br)c1,-0.4,-9,3,-2,-1,11,-4,-6,4
CCCC1(C(=O)OCC)NC(c2cc(OC)c(OC)c(OC)c2)C2C(=O)N(CC)C(=O)C21 (stereo not given),0.1,0,-19,4,-3,-4,-8,-4,-4
C/C=C/C=C/C(=O)[C@@H]1[C@@H]([C@]2(C)OC(=O)C(C)=C2O)[C@H]2/C(=C(O)/C=C/C=C/C)C(=O)[C@]1(C)C(=O)C2(C)O (stereo not given in full),0.7,7,-6,0,-3,13,-7,4,1
CC(C)C[C@@H](CSc1ccccc1)N1CCN(CCc2ccccc2)CCC1=O,-0.7,-8,-19,12,-5,-1,-36,-8,-8
COc1ccc(CNC(=O)Nc2cccs2)cc1OC,-0.1,-2,-8,19,-13,24,-13,3,-11
COC(=O)c1ccccc1NC(=O)c1cn(-c2ccc(C)c(C)c2)c(=O)c2ccccc12,0.8,-4,4,4,-1,18,-19,40,-11
Cc1ccc(-c2nc(SCC(=O)Nc3cc(S(=O)(=O)N4CCCCC4)ccc3Cl)n[nH]2)cc1,4.9,-6,-11,15,11,8,-16,21,7
Nc1ccccc1C(=O)N/N=C1/C2CN3CCN(C2)CC1(Cc1ccccc1)C3,-0.3,-6,-22,3,-9,-2,-13,-5,8
CN1CCC(=NNC(=O)C(=O)Nc2ccc(F)cc2)CC1,-0.1,-6,-2,2,-5,3,8,-11,2
CCOC(=O)C1=C(C)OC(N)=C(C#N)C1c1ccc(OC)c(CSc2ccccn2)c1 (stereo not given),1.4,-5,0,-2,-15,7,-19,6,-6
CN1CCN(S(=O)(=O)c2ccc(Oc3ccc(F)c(Cl)c3)nc2)CC1,0.3,-6,-2,1,-11,-1,-5,14,4
O=[N+]([O-])c1ccc(Cc2ccccn2)c([N+](=O)[O-])c1,1.0,-6,-11,1,-1,14,-5,-2,-4
COc1ccccc1CN1CC(=O)N2CSC[C@H]2C1=O,0.9,-3,-19,-1,2,12,-6,2,-13
CCOC(=O)C1CCN(C(=O)C2CCCCC2)CC1,0.5,-4,-4,2,-8,9,-6,-7,4
CCOc1ccc(OCCC(=O)N(CCOC)c2c(N)n(Cc3ccccc3)c(=O)[nH]c2=O)cc1,0.9,-4,/,1,-3,7,/,-15,-9
Cc1cc(C)nc(SCC(=O)Oc2ccc3oc(=O)cc(C)c3c2)n1,0.2,-3,-2,13,6,-3,-4,2,9
Cn1c(=O)n(CC(=O)N2CCOCC2)c2ccccc21,0.1,-4,-7,0,-10,12,0,6,-5
COc1ccc(OC)c(S(=O)(=O)Nc2ccc(Oc3ccccc3)cc2)c1,3.5,2,-11,27,16,7,13,27,6
O=C1CC(N2CCC(c3nc4ccccc4[nH]3)CC2)C(=O)N1c1cccc(F)c1 (stereo not given),-0.2,-5,-4,5,-2,3,-1,-12,0
O=C(c1cc(-c2ccccc2)nn1CC1CC(c2cccnc2)=NO1)N1CCOCC1 (stereo not given),0.4,-6,-7,4,1,-15,-8,30,9
COc1ccc(Nc2cc(C)c3ccccc3n2)cc1,0.1,-6,-3,8,9,13,-2,10,-14
O=C(NCc1ccc(Cl)cc1)C1CCN(S(=O)(=O)c2ccc(N3CCCC3=O)cc2)CC1,9.0,1,-11,5,33*,-26,10,13,1

More compounds:
smiles,CHO-K1 Ca ag,M1 ag,OXTR potentiate,TAAR1 agonist,CHRM1 antagonist,CHO-K1 Ca PAM,CHO parental Ca,TAAR1 antag,CHO-K1 Ca antag
Cc1ccc(CNc2ncnc3[nH]ncc23)cc1,1.9,-2,/,0,-14,25,/,3,-16
CCN(CC)S(=O)(=O)c1ccc(Cl)c(NC(C)=O)c1,1.3,-10,-6,10,-7,20,1,10,-5
COc1nc(-c2ccccc2)cc(-c2ccc3c(c2)OCO3)c1C#N,0.0,-5,-6,6,-9,10,-6,23,-14
CCn1c(SCC(=O)NC2CCCC2)nnc1-c1cccnc1,0.1,-4,-11,-2,8,-11,7,-8,-7
